Compound activity deposited in PubChem BioAssay by several laboratories.
MC4R antag cAMP – antagonists of human melanocortin 4 receptor (MC4R); P32245; MC4R-expressing cells, MTII-stimulated cAMP, LANCE TR-FRET; inhibition, % at 6.5 µM; 0.48% of 360,000 active; AID 540295;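 active = inhibition above its plate's cutoff, the mean of tested wells on that plate plus 3 SD, cut at about 29% in these data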;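 note: 0% = Melanotan II alone and 100% = Melanotan II plus saturating MCL0020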
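Assay system: U2OS cells stably expressing human melanocortin 4 receptor (MC4R) / Dosing: 6.5 µM / Timing: compound 30 min, challenge 1 h, detection 1 h / Measured by: Eu-cAMP/anti-cAMP TR-FRET, emission 671 nm / Replicates: singlicate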
ABCB6 inh MLPCN – blocks the human ABCB6 transporter. 0.19% of 360,000 active. K562-ABCB6 porphyrin accumulation, flow cytometry, 1 h; hits give low values. Q9NP58. fluorescence ratio to DMSO, % at 10 µM;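 active = fluorescence ratio to DMSO below 75%, the collection mean minus 3 SD; inconclusive = too few cells collected in the well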;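 note: signal is porphyrin accumulated inside mitochondria; 100% equals median channel fluorescence of DMSO control wells; lower ratio means ABCB6 inhibition with less porphyrin fluorescence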
Target sequence (Q9NP58 whole entry, looked up): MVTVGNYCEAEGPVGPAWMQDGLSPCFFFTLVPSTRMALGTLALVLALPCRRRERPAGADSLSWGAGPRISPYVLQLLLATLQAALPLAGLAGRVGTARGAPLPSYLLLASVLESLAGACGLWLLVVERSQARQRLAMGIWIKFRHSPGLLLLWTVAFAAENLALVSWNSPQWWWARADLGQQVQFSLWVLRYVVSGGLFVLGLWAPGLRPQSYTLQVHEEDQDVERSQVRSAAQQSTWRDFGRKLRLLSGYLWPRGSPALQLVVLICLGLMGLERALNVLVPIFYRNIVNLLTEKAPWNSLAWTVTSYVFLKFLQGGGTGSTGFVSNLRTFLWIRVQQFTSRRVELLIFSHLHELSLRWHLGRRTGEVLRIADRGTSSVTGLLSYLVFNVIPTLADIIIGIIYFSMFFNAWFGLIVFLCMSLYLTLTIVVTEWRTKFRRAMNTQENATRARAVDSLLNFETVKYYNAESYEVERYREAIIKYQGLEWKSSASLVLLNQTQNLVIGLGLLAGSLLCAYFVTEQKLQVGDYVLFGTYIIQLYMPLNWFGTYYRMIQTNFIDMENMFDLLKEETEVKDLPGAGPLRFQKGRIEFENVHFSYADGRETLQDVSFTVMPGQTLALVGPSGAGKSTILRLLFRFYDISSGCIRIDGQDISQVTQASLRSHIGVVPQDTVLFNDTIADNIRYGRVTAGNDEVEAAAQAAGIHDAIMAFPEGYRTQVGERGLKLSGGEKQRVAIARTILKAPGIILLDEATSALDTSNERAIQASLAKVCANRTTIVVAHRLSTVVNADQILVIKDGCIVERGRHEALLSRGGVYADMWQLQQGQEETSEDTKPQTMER
Granule exo inh – lytic granule exocytosis inhibition; 0.66% of 360,000 active; TALL-104 LAMP-1 surface exposure, flow cytometry; cells stimulated with thapsigargin and PMA; inhibition, % at 10 µM;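 active = inhibition above about 55%, limit read from the data; inconclusive = no clear call, values can overlap the other calls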
TLR9-MyD88 inh – inhibitors of human TLR9-MyD88 binding; inhibition, % at 4.98 µM; CHO BLA complementation TLR9-MyD88, CCF4 FRET ratio; 0.21% of 340,000 active; Q9NR96+Q99836; AID 504734;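 active = inhibition above the mean over all tested compounds plus 3 SD, cut at about 21% in these data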;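 note: 0% = DMSO only wells and 100% = clavulanate BLA inhibitor control wells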
Vif imaging – inhibitors of HIV Vif; HEK293T cells, Vif self-association by quenched fluorescence, imaging, 24 h; inhibition, % at 7.49 µM; 0.35% of 340,000 active; AID 602346; in the data active = inhibition above about 50%, passing the limit was not always enough; inconclusive = no clear call, values can overlap the other calls; inactive = below about 31%; note: some results filed as inactive read as strong as hits
MC4R barr agon – agonists of human melanocortin 4 receptor (MC4R) beta-arrestin | 0.98% of 360,000 active | P32245 | U2OS MC4R beta-arrestin complementation, luminescence; percent of melanotan II response, DMSO zero | activation, % at 8.9 µM;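 active = activation above a per-plate cutoff, the mean activation of sample wells on that plate plus 3 SD, cut at about 8% in these data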
aDG glyco up – increases alpha dystroglycan glycosylation | AID 624168 | Pro5-aDG cells, alpha-DG glycosylation AlphaScreen (IIH6); 0% Pro5, 100% B10-LARGE cell signal | 0.22% of 360,000 active | activation, % at 10 µM;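 active = activation of at least 8% versus controls, or a plate z-score of at least 8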;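 note: Pro5 are CHO cells carrying HIG-tagged alpha-DG that lacks glycosylation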
Glyco luc inh – N-linked glycosylation inhibition. D54 ERlucT glycosylation luciferase reporter, 24 h; percent of 100 nM tunicamycin response. reporter increase, % at 12.5 µM. 0.23% of 360,000 active;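 active = mean luciferase reporter signal, scaled so untreated is 0 and the glycosylation-blocking control 100, at or above a set limit in every replicate; inconclusive = mean reaches the limit but not every replicate does; inactive = mean below the limit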;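 note: luciferase carries N-glycosylation sites so blocking glycosylation raises the light; 0% = median of neutral control wells and 100% = median of 100 nM tunicamycin wells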
ABHD5 PLIN5 PPI – blocks binding of human ABHD5 to perilipin-5; Split G. princeps luciferase complementation, luminescence, 4 h; 0.78% of 360,000 active; Q00G26+Q8WTS1; inhibition, % at 4 µM; AID 602281;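 active = inhibition above the mean inhibition across every tested compound plus 3 SD, cut at about 22% in these data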;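 note: 0% = DMSO only wells and the 100% control is not disclosed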
NOD2-RIPK2 inh – NOD2-RIPK2 protein interaction inhibition. 0.38% of 360,000 active. CHO BLA complementation NOD2-RIPK2, CCF4 ratio. inhibition, % at 4.98 µM. O43353; in the data active = inhibition above about 21%;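 note: 0% = vehicle only and 100% = reference blocker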
Starred values were filed as active, the others as inactive; ? = inconclusive; . = not tested or not shown. This is a subset; the hit share may differ from the screen's.

SMILES	MC4R antag cAMP	ABCB6 inh MLPCN	Granule exo inh	TLR9-MyD88 inh	Vif imaging	MC4R barr agon	aDG glyco up	Glyco luc inh	ABHD5 PLIN5 PPI	NOD2-RIPK2 inh
COc1cccc(NC(=O)C2(C)CCCN2C(=O)C(C)C)c1 (configuration not stated)	-5	100	23	.	-8	-2.3	-0.3	3	-7	-7
Clc1ss/c(=N\c2ccccn2)c1Cl	-1	98	-2	5	.	-0.5	0.1	3	-7	4
COc1ccc(C2c3c(oc4ccc(Cl)cc4c3=O)C(=O)N2CCN2CCOCC2)cc1 (configuration not stated)	6	96	0	-4	0	-2.7	0.0	-2	-12	14
CCOc1ccc(NC(=O)CSc2ccc3nnc(-c4cccnc4)n3n2)cc1	1	100	0	-1	-20	-0.1	0.0	4	-1	-5
C=CCC(=O)OCCCCCCOc1ccc(C(=O)O)cc1	7	90	1	-5	-5	0.1	-0.1	2	5	5
O=C(Cc1ccccc1)Nc1ccc(NC(=O)c2cccc(Cl)c2)cc1	5	97	-2	0	-1	0.9	0.1	-3	-6	-5
N#Cc1cccnc1N1CCN(C(c2ccnc3ccccc23)c2nnnn2-c2ccc3c(c2)OCCO3)CC1 (configuration not stated)	.	93	-2	.	.	.	-0.1	.	10	-13
NC(=O)c1ccc(NC(=O)CSc2nnc(-c3ccncc3)n2Cc2ccco2)cc1	1	90	0	.	5	0.8	0.0	0	11	0
Nn1c(SCC(=O)Nc2ccc3c(c2)OCO3)nncc1=O	1	99	4	-20	-9	-1.3	0.1	-1	-12	-2
Cn1cnnc1SCC(=O)Nc1ccc2c(c1)CCC2	9	99	1	3	-19	-0.2	-0.1	-1	2	-10
NS(=O)(=O)c1ccc(CCNC(=O)C(=O)C2C(=O)Nc3ccccc32)cc1 (configuration not stated)	3	95	1	0	-3	-0.7	0.1	1	-3	0
CC(C)[C@H](NC(=O)OCc1ccccc1)C(=O)OCC(=O)NC1CCCCC1	5	90	0	3	.	-3.3	-0.2	-1	-8	4
COc1cc(NC(=O)Nc2cccc(Cl)c2)c(OC)cc1NC(=O)CN1CCCCC1	2	123	0	-2	-15	-0.9	-0.2	-8	-2	1
O=C1CCC/C(=N/NC(=O)c2cc(NS(=O)(=O)c3cccs3)cc(NS(=O)(=O)c3cccs3)c2)C1	6	99	0	-4	1	0.2	-0.1	1	5	-6
Cc1nc(C(=O)NNC(=O)c2ccccc2Cl)c(C(F)(F)F)o1	10	97	-4	11	1	0.0	0.2	0	-2	-4
C=CCSC1=C(C#N)C(c2ccccc2OCC)C(C#N)C(=O)N1 (configuration not stated)	-24	98	2	2	0	-1.4	-0.1	3	-14	2
CCOC(=O)CCc1c(C)c(C#N)c2nc3ccccc3n2c1-n1ccnc1	3	115	4	-13	.	1.9	-0.2	1	-7	-11
CN1CCN(CCOCCOc2c(Cl)cc(Cl)cc2Cl)CC1	5	103	12	-5	21	0.8	0.0	-2	8	-3
Cc1cc(C)c(C)c(S(=O)(=O)N2CCN(CC(=O)c3c(N)n(Cc4ccccc4)c(=O)n(C)c3=O)CC2)c1C	14	97	-2	6	2	0.5	1.8	-1	7	-6
CCN(CC)S(=O)(=O)c1ccc(OC)c(NC(=O)C2CC(=O)N(c3ccc(C)cc3)C2)c1 (configuration not stated)	24	94	3	-5	-5	4.0	0.8	-1	0	0
O=C(NNC(=S)Nc1ccccc1Cl)C1CC1	3	100	2	4	-1	-1.7	-0.2	3	1	-8
CC(=O)CSc1ccc(-c2nc3ccccc3[nH]2)cn1	0	90	-1	1	-3	-1.8	0.1	-11	-7	-13
COc1ccc(NC(=O)c2ccccc2OCc2c(C)noc2C)cc1OC	4	103	-1	6	1	-1.8	0.4	2	0	-5
Fc1ccc(/C=N/NC2=Nc3cccc4cccc2c34)cc1	-5	114	-1	-3	-1	2.0	-0.5	-6	6	10
COC(=O)c1ccc(NC(=S)NC(=O)c2c(Cl)cnn2C)cc1	-7	95	4	-1	-2	0.5	0.2	1	0	-16
O=C(O)C1CCN(S(=O)(=O)c2ccc(N3CCOCC3)c([N+](=O)[O-])c2)CC1	-2	102	0	0	.	0.7	-0.1	1	-3	-7
COc1ccc(S(=O)(=O)NCC2CCCN(C(=O)c3ccco3)C2)cc1 (configuration not stated)	22	104	4	-3	-17	-1.9	0.2	1	-5	-6
Cc1ccc(NC2CCCN(C(=O)c3ccc4nccnc4c3)C2)cc1C (configuration not stated)	2	96	-5	7	-7	-2.8	0.7	1	-5	-14
C/C(=N\OCC(=O)OCC(=O)NC(=O)c1ccc(OC(F)F)cc1)c1ccc2c(c1)OCO2	0	97	-1	12	?	2.9	0.0	-1	-2	4
Cc1c(N)cc2c(c1N)C(C)(C)CC2(C)C	-5	100	9	-13	?	-1.1	0.1	2	-9	-1
COc1cc(C(=O)N2CCN(Cc3ccc4c(c3)OCO4)CC2)c([N+](=O)[O-])cc1OC	7	100	7	5	6	-0.8	0.1	0	4	-5
CCCCCCOc1ccc(/C(N)=N/O)cc1	0	108	-2	-12	14	-0.6	0.2	1	1	-10
CC(C)(C)C1CCc2[nH]c3ccccc3c(=O)c2C1 (configuration not stated)	-2	98	-2	1	5	2.3	-0.1	11	1	2
CCN1CCCC1CNC(=O)C(=O)Nc1ccc(OC)cc1 (configuration not stated)	9	100	4	-4	-8	1.0	0.3	-1	-3	-7
O=C(COc1ccc(-n2cnnn2)cc1)Nc1ccc(F)c(Cl)c1	0	95	0	-10	11	-2.0	0.2	-2	0	5
COc1cccc(CNC(=O)c2cccc(NC3=NC4CS(=O)(=O)CC4S3)c2)c1 (configuration not stated)	5	95	0	6	2	-1.4	0.0	0	1	-8
Cc1ccnc(N2CCC(C(=O)Nc3ccc4c(c3)OCCO4)CC2)n1	-1	97	2	-11	-7	-3.2	-0.2	2	6	3
O=C(Nc1nnc(-c2ccncc2)o1)c1ccc2ccccc2c1	-3	99	-20	-3	-3	-3.9	0.2	2	5	-4
Cc1cnc(NC(=O)c2c(-c3ccccc3)noc2C)s1	3	95	12	-5	17	-0.3	0.1	0	-5	-8
O=C(N/N=C/c1ccc(N2CCOCC2)cc1)c1ccccc1OCCOc1ccccc1	6	108	-6	.	5	1.4	-0.6	5	12	-6
O=C(CC(=O)Nc1nc(C23CC4CC(CC(C4)C2)C3)cs1)NCCO	2	94	-8	-7	5	0.3	-0.2	1	1	5
C/C(CC(=O)Nc1ccc2c(c1)OCO2)=N\NC(=O)C(c1ccccc1)c1ccccc1	4	104	-2	4	-18	-0.7	-0.4	-5	-12	6
CCCCN1C(=O)C(=O)N(CC(=O)Nc2cc(Cl)ccc2OC)C1=O	7	98	8	0	.	1.2	0.0	6	13	1
C=CCn1c(CSCc2ccc(Cl)cc2)nnc1SCC(=O)NCc1ccccc1	-2	98	6	9	-1	0.3	-0.2	0	1	0
O=C(CSc1nc2ccsc2c(=O)n1Cc1ccc(C(=O)O)cc1)NCC1CCCO1 (configuration not stated)	0	98	-3	-5	0	2.4	-0.3	0	-1	-6
COc1cc(C(=O)NNC(=O)c2ccc3ccccc3n2)cc(OC)c1OC	7	97	-1	1	10	-1.4	0.0	4	17	3
Cc1c(C(=O)NCC2CCCO2)oc2ccc3c(c12)C(=O)CC(C)(C)O3 (configuration not stated)	3	91	-4	5	.	-2.0	0.3	-13	-5	-5
CCCn1c2c(c(=N)c3c1CCC3)CCC2	-4	102	-5	-12	4	-1.4	-0.2	5	-7	-1
O=C(CN1CCN(c2ccc(Cl)cc2)CC1)c1ccc2c(c1)OCO2	1	105	-4	-5	11	-2.4	0.4	2	-1	-3
CC1CCCCC1NC(=O)CN1CCC(NC(=O)c2ccc([N+](=O)[O-])cc2)CC1 (configuration not stated)	1	97	-4	-8	-2	-1.8	0.1	-5	7	-1
O=C1CN(C(=O)NCCC(=O)NC2CCCCC2)c2ccccc2N1	11	100	-5	-6	-10	3.0	-0.1	13	4	7
O=C(Nc1ccc(Br)cc1)C1CCCC1	20	99	7	-1	-10	0.0	-0.1	-1	-4	-1
COc1ccc(N/C=C/C(=O)c2ccccc2)cc1	1	105	-1	-4	-1	2.0	0.5	-18	-7	1
Nc1ccc(NC(=O)NC2CCCCC2)cc1[N+](=O)[O-]	-12	95	3	-10	2	-1.6	-0.2	0	1	-15
CCCn1nc(C(=O)NNC(=O)CCOc2ccccc2OCC)c2ccccc2c1=O	8	91	4	1	-16	-3.7	0.0	5	3	-6
CN(CC(=O)Nc1ccc(Cl)cc1)C(=O)CNC(=O)c1ccc2c(c1)OCO2	5	99	2	5	7	-0.8	0.2	-1	-4	-3
CC1CCCC(NC(=O)CCNS(=O)(=O)c2ccc(Br)cc2)C1C (configuration not stated)	-4	94	1	7	6	-1.9	0.8	-1	-2	-8
Cc1sc(-n2c(C)cc(/C=N/n3cnnc3)c2C)c(C#N)c1C	-7	101	2	-6	-9	-0.8	2.3	0	5	-8
Cc1cc(C)n2c(Nc3ccc4c(c3)OCCO4)c(-c3ccccc3)nc2n1	0	91	0	-9	-1	-1.0	-0.1	-2	2	-7
Cc1ccc(Oc2cc(C)nc(-c3ccccc3O)n2)cc1	0	103	0	-4	-8	0.2	-0.2	0	-6	-12
Other records.
SMILES	MC4R antag cAMP	ABCB6 inh MLPCN	Granule exo inh	TLR9-MyD88 inh	Vif imaging	MC4R barr agon	aDG glyco up	Glyco luc inh	ABHD5 PLIN5 PPI	NOD2-RIPK2 inh
O=C(CN1CCN(Cc2ccccc2)CC1)Nc1cccc(Cl)c1Cl	0	76	-6	-6	1	1.4	0.2	0	1	-11
C=CCNC(=S)Nc1ccc(Cl)cc1F	3	101	-3	-2	-11	-1.9	0.3	0	5	6
CCCOc1cccc(-c2cc(C(=O)NN)c3ccccc3n2)c1	2	94	3	9	5	0.0	-0.2	0	1	1
COc1ccc2nc(NC(=O)C3CSC4(C)CCC(=O)N34)sc2c1 (configuration not stated)	8	102	-2	7	0	-1.4	0.1	-3	-7	-8
COC(=O)c1ccc(CNC(=O)c2ccc(OC)c(S(=O)(=O)NC3CC3)c2)cc1	3	99	-11	14	26	-1.5	-0.1	1	0	-11
Cc1ccc(C2=NN3C(=O)c4ccccc4C3C2)cc1 (configuration not stated)	6	98	-7	5	9	0.5	0.0	-1	3	-16
CN(C)C(=O)CSc1nc2ccccc2n1CC(=O)N1CCN(c2ccccc2)CC1	0	98	0	13	-6	1.4	0.3	-1	-1	-3
Cc1ccc(CNC(=O)c2ccc(OCC(C)C)cc2)n1C	-1	104	-9	3	.	0.7	-0.1	0	6	5
COc1cc(OC)c(OC)cc1/C=N/NC(=O)CCc1c(C)n[nH]c1C	7	102	8	-3	?	-2.6	0.0	0	1	-4

Taken from above:
`O=C(CN1CCN(Cc2ccccc2)CC1)Nc1cccc(Cl)c1Cl` in Granule exo inh is entered as -6
`CCCOc1cccc(-c2cc(C(=O)NN)c3ccccc3n2)c1` in NOD2-RIPK2 inh is entered as 1
